Screens: PubChem BioAssay, several laboratories
GASC-1 inh = human JMJD2C demethylase inhibition. GST-JMJD2C(1-420) H3K9me3 demethylation, DELFIA europium. inhibition, % at 2.35 µM. 0.069% of 330,000 active. AID 2099;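 active = more than half of a compound's replicate wells show inhibition beyond 50%, single wells judged on their own value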;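 also: signal counts dimethyl H3K9 product captured on neutravidin plate; 0% = median of DMSO wells and 100% = 0.3 times that DMSO median; strong numbers were not always called active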
LAP4 TOR yeast = modulators of TOR pathway LAP4-GFP in S. cerevisiae | GFP response vs DMSO, % at 10 µM | S. cerevisiae LAP4-GFP multiplex, flow cytometry GFP, 3 h; median GFP as percent of DMSO wells | 0.34% of 320,000 active;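 active = GFP response vs DMSO above a set limit, about the screen mean plus 3 SD, cut at about 150% in these data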
CR mimetic SO = yeast age-related superoxide inhibition as caloric restriction mimetic; S. cerevisiae aged cells, superoxide DHE fluorescence; stronger effect = lower value; superoxide response (% of plate mean), % at 10 µM; 0.18% of 330,000 active; AID 2690;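 active = superoxide response under a set limit, about three screen SD below normal, cut at about 65% in these data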;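 also: yeast aged for seven days with compound at 30 °C before DHE staining; 100% = average MFI of all compound-treated wells on the plate with controls excluded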
procasp7 counter = counter-screen for procaspase-3 activators: activators of human procaspase-7. 0.093% of 330,000 active. activation, % at 8.5 µM. P55210. recombinant procaspase-7, Ac-DEVD-pNA absorbance 405 nm; D23A/D198A/D206A triple mutant, cannot self-cleave; scale: DMSO 0, 5 µM enzyme 100. AID 463210;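 active = percent activation above the screen-wide mean plus 3 SD, cut at about 25% in these data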
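System: Procaspase-7 triple mutant (PC-7 D3A); measure: % activation from two-timepoint absorbance difference, scaled to controls; times: 1 h compound preincubation, 2 h substrate cleavage, 25 °C; also added: Ac-DEVD-pNA substrate, 400 µM as added; measured by: Epi-absorbance of released pNA at 405 nm, two timepoints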
RPL19A-GFP yeast = yeast TOR pathway RPL19A-GFP modulation. S. cerevisiae RPL19A-GFP strain, flow cytometry, 3 h; stronger effect = lower value. percent response vs DMSO, % at 10 µM. 0.3% of 330,000 active. AID 2025;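 active = percent response vs DMSO below 50%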;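 also: median channel GFP fluorescence of the barcoded RPL19A-GFP strain; ratio of sample median GFP to plate DMSO average so 100% = DMSO; lower means less RPL19A-GFP as with rapamycin TOR inhibition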
proCasp3 act = activators of human procaspase-3; AID 463141; P42574; recombinant procaspase-3 D3A, Ac-DEVD-pNA absorbance 405 nm; activation, % at 8.5 µM; 0.11% of 330,000 active;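 active = activation above the mean of all tested compounds plus 3 SD, cut at about 21% in these data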;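 also: 0% = DMSO alone and 100% = DMSO wells spiked with extra 5 µM PC-3 D3A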
Target sequence (P42574 whole entry D9A/D28A/D175A): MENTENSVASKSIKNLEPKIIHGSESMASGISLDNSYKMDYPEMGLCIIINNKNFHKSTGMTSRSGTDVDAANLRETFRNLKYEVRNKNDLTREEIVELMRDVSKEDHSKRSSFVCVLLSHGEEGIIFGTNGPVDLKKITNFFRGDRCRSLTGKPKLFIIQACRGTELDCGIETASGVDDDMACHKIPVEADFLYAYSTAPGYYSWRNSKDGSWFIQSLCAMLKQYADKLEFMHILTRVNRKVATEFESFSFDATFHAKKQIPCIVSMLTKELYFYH
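Test system: Procaspase-3 D3A mutant; medium: Zinc-free HEPES/NaCl buffer with 0.01% Triton X-100 at pH 7.4; reagent: DEVD-pNA substrate; doses: one concentration, 8.5 µM nominal, 0.8% DMSO; times: 1 h preincubation plus 2 h reaction at 25 °C; signal: Epi-absorbance at 405 nm of released p-nitroaniline, 0 and 120 min; replicates: singlicate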
AHR activator = human AHR activation | 2.5% of 320,000 active | activation, % at 5 µM | AHR-responsive luciferase reporter cells, luminescence | P35869 | AID 2796; in the data active = activation above about 47%;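 also: 0% = vehicle wells and 100% = reference agonist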
Target sequence (P35869 whole entry, looked up): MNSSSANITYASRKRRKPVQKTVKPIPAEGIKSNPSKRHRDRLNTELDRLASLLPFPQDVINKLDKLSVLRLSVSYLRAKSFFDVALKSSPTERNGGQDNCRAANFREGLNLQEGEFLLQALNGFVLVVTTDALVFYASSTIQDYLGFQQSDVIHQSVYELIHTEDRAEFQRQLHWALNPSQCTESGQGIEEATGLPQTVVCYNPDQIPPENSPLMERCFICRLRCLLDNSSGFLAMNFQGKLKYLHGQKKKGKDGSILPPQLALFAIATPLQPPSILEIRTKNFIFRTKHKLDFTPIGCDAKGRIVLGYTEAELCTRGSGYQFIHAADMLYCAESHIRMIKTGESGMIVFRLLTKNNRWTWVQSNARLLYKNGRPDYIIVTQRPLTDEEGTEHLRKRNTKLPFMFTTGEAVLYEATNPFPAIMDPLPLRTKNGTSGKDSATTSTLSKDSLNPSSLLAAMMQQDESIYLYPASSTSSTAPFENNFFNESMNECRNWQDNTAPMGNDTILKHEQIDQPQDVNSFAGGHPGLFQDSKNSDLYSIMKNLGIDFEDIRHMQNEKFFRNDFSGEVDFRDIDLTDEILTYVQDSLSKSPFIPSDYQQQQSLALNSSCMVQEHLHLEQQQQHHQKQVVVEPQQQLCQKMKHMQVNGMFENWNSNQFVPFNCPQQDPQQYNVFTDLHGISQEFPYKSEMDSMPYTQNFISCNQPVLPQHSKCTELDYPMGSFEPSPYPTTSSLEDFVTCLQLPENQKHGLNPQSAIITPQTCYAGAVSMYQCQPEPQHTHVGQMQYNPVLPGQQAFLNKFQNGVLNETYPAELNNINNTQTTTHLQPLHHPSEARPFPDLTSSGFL
MEP2 TOR yeast = yeast TOR pathway MEP2-GFP modulation; GFP response vs DMSO, % at 10 µM; 0.51% of 330,000 active; S. cerevisiae MEP2-GFP strain, flow cytometry GFP, 3 h; 100% = DMSO control level; AID 2016;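 active = GFP response versus DMSO above a set limit, roughly screen mean plus 3 SD, cut at about 180% in these data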;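 also: median GFP fluorescence of the barcode-gated MEP2-GFP cells per well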
* = called active by the depositor; x = no result given; [ ] = remark or other dose. No enrichment for hits (roughly 3.8% active in at least one column).

SMILES | GASC-1 inh | LAP4 TOR yeast | CR mimetic SO | procasp7 counter | RPL19A-GFP yeast | proCasp3 act | AHR activator | MEP2 TOR yeast
O=C(c1ccccc1)C1CCN(C(=O)C2CCC(=O)N(Cc3ccccc3F)C2)CC1 (stereo not given) | 6.3 | 74.9 | 93.8 | -7.5 | 106.7 | 3.5 | -1.8 | 96.5
COc1ccc(Cl)cc1NC(=O)CN1C(=O)CC(C)S(=O)(=O)c2ccccc21 (stereo not given) | -6.2 | 103.5 | 118.8 | -4.9 | 100.5 | 2.9 | 7.4 | 89.3
O=C1C2C3C=CC(C3=C3CCCCC3)C2C(=O)N1c1ccccc1 (stereo not given) | -1.3 | 98.0 | 102.3 | -35.0 | 90.2 | -33.4 | -0.9 | 91.8
O=C(Nc1ccc(C(=O)N2CCCCC2)cc1)C1CCCCC1 | -19.9 | 87.5 | 96.8 | 13.0 | 93.8 | -1.5 | -0.6 | 94.3
CC(=O)c1noc(C)c1C(=O)Nc1nccs1 | 0.5 | 109.2 | 101.8 | -5.4 | x | -13.0 | 102.7* | 140.4
COc1ccccc1CN(C)C(=O)C1COc2ccccc2O1 (stereo not given) | 9.0 | 110.1 | 102.2 | -3.5 | 95.6 | -1.2 | -1.7 | 105.9
CC(C)C1Nc2ccc(C(=O)N3CCN(c4ccccn4)CC3)cc2NC1=O (stereo not given) | -5.1 | 97.3 | 98.4 | -13.6 | 100.8 | -0.5 | 3.5 | 104.0
COc1cc(C=O)ccc1OCc1ccc(Cl)nc1 | 8.4 | 98.3 | 88.5 | 5.5 | 100.3 | 9.6 | -0.5 | 105.9
CCC(=O)O/N=C(\N)c1ccc(Oc2cc(C)c(Cl)c(C)c2)c([N+](=O)[O-])c1 | 1.3 | 114.5 | 101.9 | -6.8 | 98.5 | -4.6 | 3.6 | 108.0
CN(C)n1cccc1/C=C(\C#N)S(=O)(=O)c1ccc(Cl)cc1 | -10.2 | 95.9 | 102.2 | -3.4 | 99.5 | -8.0 | -0.2 | 98.6
CC1CC(C)(C)N(C(=O)CSc2ccc(-c3ccc(F)cc3)nn2)c2ccccc21 (stereo not given) | 5.4 | 92.1 | 102.0 | 3.7 | 100.4 | -3.6 | -2.8 | 98.3
CC(=O)NC(=S)Nc1cccc([N+](=O)[O-])c1 | -1.9 | 90.9 | 101.9 | 1.8 | 99.1 | -1.3 | 5.5 | 105.7
CN1CCN(NC(=O)Nc2cccc(F)c2)CC1 | -7.2 | 90.6 | 99.3 | -5.8 | 85.9 | 3.3 | 0.5 | 95.5
CC1(C)C(=O)Nc2ccccc2N1C(=O)COC(=O)c1ccc([N+](=O)[O-])o1 | x | 93.4 | 161.5 | 10.9 | 100.3 | 9.0 | -0.6 | 97.1
CCOc1ccc(S(=O)(=O)Nc2cccc(C(=O)NCC(c3ccc(OC)cc3)N3CCOCC3)c2)cc1 (stereo not given) | 33.2 | 99.2 | 97.3 | -5.0 | 100.7 | 6.7 | -4.2 | 104.8
Cc1ccc(NC(=O)CCc2ccc(S(=O)(=O)NC3CCCCC3)cc2)cc1 | -5.7 | 102.6 | 96.7 | 8.0 | 105.6 | -5.4 | 6.5 | 103.5
Cc1ccc2nsnc2c1S(=O)(=O)NCc1cccnc1 | -190.3 | 99.3 | 102.8 | 2.4 | 95.9 | 11.9 | 1.1 | 96.8
COC(=O)[C@]1(C)N[C@H](CN(C)S(=O)(=O)c2ccc(OC)cc2)[C@@H]2C(=O)N(C)C(=O)[C@@H]21 | 0.8 | 86.8 | 96.4 | -3.5 | 93.4 | 3.1 | 0.8 | 92.7
CCOc1ccc(N=C2C(=O)Nc3ccc(C)c(Br)c32)cc1 | -1.9 | 98.5 | 93.0 | -12.2 | 99.7 | -4.3 | 6.0 | 95.2
COc1ccc(/C=C/C(=O)c2ccc(NC(=O)c3cccs3)cc2)cc1OC | 2.4 | 105.9 | 98.1 | -9.5 | 100.7 | -6.5 | 10.7 | 94.9
O=C(O)CC(SCC(=O)Nc1ccccc1)C(=O)O (stereo not given) | -5.0 | 105.3 | 97.8 | 3.1 | 94.5 | 2.4 | 4.9 | 101.7
Cc1nn(C)cc1NC(=O)CC12CC3CC(CC(C3)C1)C2 | 10.4 | 91.7 | 94.4 | -6.1 | 104.5 | 0.3 | 0.1 | 106.9
Cc1nnc(NC(=O)C2=COCCO2)s1 | -20.0 | 96.5 | 97.2 | 11.7 | 102.9 | -2.5 | 1.0 | 98.1
COc1ccccc1N1CCN(CC(=O)c2ccc(F)cc2)CC1 | -11.1 | 93.7 | 100.4 | -10.0 | 105.5 | -6.0 | 2.7 | 105.9
CCN(CC(=O)Nc1cccc(OC)c1)C(=O)c1ccc(C)s1 | -0.4 | 93.8 | 95.9 | 9.6 | 94.2 | 6.9 | 0.9 | 99.4
O=C(CCCc1nc(-c2ccc(Cl)cc2)no1)N1CCOCC1 | -27.2 | 105.5[may fluoresce violet] | 97.5 | -2.5 | 16.9*[may fluoresce violet] | 5.2 | 1.2 | 305.3*[may fluoresce violet]
CC1CN(C(=O)c2ccc(-c3ccccc3Cl)o2)CC(C)O1 (stereo not given) | 8.5 | 106.8 | 94.1 | -3.6 | 92.4 | 4.7 | 5.9 | 94.7
O=C(Nc1ccc([N+](=O)[O-])cc1)Nc1ccon1 | 0.7 | 101.7 | 110.0 | -2.7 | 98.3 | 3.6 | -1.3 | 109.3
CN1C(=O)/C(=C/c2ccc3c(c2)OCO3)N=C1c1ccccc1 | -3.8 | 88.6 | 97.2 | -41.6 | 96.1 | -36.8 | 17.4 | 89.0
CCN1C(=O)[C@H]2[C@@H](c3ccc(C)cc3)N3C(=O)N(c4ccccc4)C(=O)[C@@]3(CC)[C@H]2C1=O | -0.3 | 103.5 | 98.9 | 2.8 | 105.9 | -1.5 | 1.3 | 99.8
CC(=O)N1CCOc2ccc(S(=O)(=O)N3CCN(c4cc(C)ccc4C)CC3)cc21 | -1.9 | 116.7 | 103.9 | -7.4 | 96.9 | 9.1 | -0.1 | 102.3
COC(=O)c1ccsc1NC(=O)CSc1nnnn1Cc1ccccc1 | -1.7 | 102.0 | 100.8 | -9.1 | 94.8 | -0.7 | 16.1 | 103.9
COc1ccc(-c2noc(N3CCC(C(=O)Nc4ccccc4F)CC3)n2)cc1 | -17.9 | 104.3 | 121.4 | -0.9 | 103.3 | 10.7 | -7.7 | 102.0
Cc1cccc(NC(=O)c2ccc(N3C(=O)C4CCCCC4C3=O)cc2)c1C (stereo not given) | 100.5 | 87.9 | 86.1 | x | 114.1 | x | x | 107.0
Cc1cc(C)cc(N(CC(=O)NC(C)C)C(=O)CCC(=O)Nc2ccccn2)c1 | -3.3 | 96.1 | 95.5 | 20.4 | 106.3 | 3.1 | 0.3 | 110.1
O=C(CNC(=O)c1ccco1)NC1CCCCCC1 | 26.0 | 78.8 | 97.5 | 5.5 | 89.7 | 0.4 | 1.4 | 78.0
COc1ccc(C2CC(c3ccccc3)Nc3nc(NC(=O)c4ccco4)nn32)cc1 (stereo not given) | -0.9 | 94.8 | 92.7 | 5.8 | 95.9 | 0.5 | 5.4 | 98.0
O=C1[C@H]2[C@@H](/C=C/c3ccccc3)N3C(=O)CN(Cc4ccccn4)C(=O)[C@@]3(Cc3ccccc3)[C@H]2C(=O)N1c1ccccc1 | 5.3 | 118.8 | 104.5 | 2.9 | 102.0 | 7.8 | -4.7 | 91.7
CCCOc1ccc(/C(O)=C2\C(=O)C(=O)N(c3ccccn3)C2c2ccccc2F)cc1C (stereo not given) | -0.8 | 99.4 | 93.5 | -6.9 | 104.4 | -3.0 | 3.5 | 100.2
COc1ccccc1NC(=O)c1ccc(-n2ccnc2)c([N+](=O)[O-])c1 | -48.3 | 64.2[may fluoresce violet] | 115.1 | 4.7 | 55.8[may fluoresce violet] | 0.6 | 94.9* | 206.5*[may fluoresce violet]

Profiles as entered above:
Results for `COc1ccc(C2CC(c3ccccc3)Nc3nc(NC(=O)c4ccco4)nn32)cc1` (stereo not given) → GASC-1 inh = -0.9; LAP4 TOR yeast = 94.8; CR mimetic SO = 92.7; procasp7 counter = 5.8; RPL19A-GFP yeast = 95.9; proCasp3 act = 0.5; AHR activator = 5.4; MEP2 TOR yeast = 98.0
Results for `CC(=O)N1CCOc2ccc(S(=O)(=O)N3CCN(c4cc(C)ccc4C)CC3)cc21` → GASC-1 inh = -1.9; LAP4 TOR yeast = 116.7; CR mimetic SO = 103.9; procasp7 counter = -7.4; RPL19A-GFP yeast = 96.9; proCasp3 act = 9.1; AHR activator = -0.1; MEP2 TOR yeast = 102.3

Next results follow.
SMILES | GASC-1 inh | LAP4 TOR yeast | CR mimetic SO | procasp7 counter | RPL19A-GFP yeast | proCasp3 act | AHR activator | MEP2 TOR yeast
Fc1cc(Cl)ccc1NC(=S)NCCN1CCOCC1 | -13.9 | 105.5 | 105.2 | 3.8 | 98.3 | 3.7 | 0.8 | 95.4
Cc1noc(C)c1COc1ccc(C(=O)O)cc1 | 2.4 | 102.8 | 83.0 | 7.5 | 92.1 | 1.9 | -0.1 | 97.5
CCCOc1ccc(/C=N/NC(=O)C(=O)Nc2ccccn2)cc1 | 11.1 | 96.8 | 101.6 | 5.0 | 107.6 | -6.7 | -1.9 | 106.0
CC1SC(c2ccc(F)cc2)N(CCc2ccccc2)C1=O (stereo not given) | -19.9 | 99.6 | 101.0 | -8.7 | 86.5 | -4.8 | 8.6 | 87.4
COc1ccc(NC(=O)N2CCC(O)(c3cccnc3)CC2)c(OC)c1 | -0.1 | 98.1 | 92.4 | -17.6 | 99.0 | 2.2 | 2.6 | 95.1
Cc1ccc(/C=C(/C#N)C(=O)NC(=O)Oc2ccccc2)cc1 | -3.1 | 96.3 | 94.6 | 0.6 | 88.9 | 0.4 | 1.4 | 94.5
CCN1C(=O)CS/C1=N\c1nccs1 | x | 106.1 | 113.0 | 1.5 | 100.9 | 2.8 | 2.7 | 101.4
CCc1ccc(NC(=O)C2=CC(c3ccc(OC)c(OC)c3)=NS(=O)(=O)N2C)cc1 | -2.0 | 99.1 | 101.1 | -3.2 | 95.9 | 1.2 | 6.2 | 97.4
Cc1cccc(NC(=O)CCS(=O)(=O)c2cc3c(cc2Cl)NC(=O)CO3)c1 | -1.5 | 115.7 | 102.5 | -2.9 | 107.1 | 4.9 | 0.7 | 112.1
Cc1cc(Cl)ccc1OCCCC(=O)NO | -29.1 | 96.3 | 102.6 | -0.9 | 99.2 | 11.8 | -3.0 | 102.1
O=C(O)c1cc(=O)cc(C(=O)O)[nH]1 | 72.8 | 93.5 | 128.5 | -0.2 | 95.8 | -4.5 | 4.1 | 98.7
Cc1ccc2cc(C#N)c(NCCCNC(=O)C3CCCO3)nc2c1 (stereo not given) | -7.5 | 99.1 | 90.8 | 2.5 | 92.8 | -2.5 | 1.2 | 102.5
COC(=O)c1ccc(NC(=O)CN(c2ccc3c(c2)OCO3)S(C)(=O)=O)cc1 | -3.1 | 88.3 | 102.4 | 8.7 | 98.7 | 0.4 | 1.9 | 92.3
S=C(c1ccc(-c2cc(Cl)ccc2Cl)o1)N1CCOCC1 | 0.2 | 107.0 | 92.7 | 7.7 | 100.0 | 1.7 | 4.9 | 105.9
Cc1cc(C(=O)N2CCCC2C(=O)O)c(C)o1 (stereo not given) | -6.4 | 103.5 | 105.2 | -14.9 | 102.0 | 0.9 | 3.3 | 102.3
O=C(O)c1cc2cc(Oc3ccccc3)ccc2[nH]1 | 2.9 | 94.5 | 98.4 | 5.8 | 100.8 | -5.4 | -1.6 | 108.4
